Gli-Sufu antag: blocks Gli-Sufu signaling in a luciferase reporter. Sufu-KO-LIGHT fibroblasts, Gli luciferase reporter luminescence. inhibition, % at 5 µM. 340,000 tested, 0.74% active. AID 588413;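 active means inhibition above about 55%, limit read from the data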;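 further: 0% = DMSO-treated cells and 100% = wells with medium but no cells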
UPR CHOP act: activators of apoptotic arm of unfolded protein response (CHOP); CHO-CHOP luciferase reporter, UPR activation, luminescence; percent of tunicamycin response over DMSO baseline; activation, % at 10 µM; 330,000 tested, 0.34% active;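 active means at 10 µM dose, activation of 40% or more, normalized to positive control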;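 further: 100% = tunicamycin at 10 µg/mL and 0% = DMSO alone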
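Assay system: CHO cells with stable CHOP pathway luciferase reporter; Buffer or medium: F12 plus 10% serum; Times: 16-18 h cell attachment, then 6 h compound exposure, 37 °C; Signal: luciferase luminescence; Read-out basis: percent activation relative to tunicamycin control; Control set: tunicamycin high control, DMSO low control.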
CCR6 antagonist: blocks CCL20-driven beta-arrestin recruitment at human CCR6; P51684; CHO-K1 CCR6 PathHunter beta-arrestin, luminescence, CCL20-stimulated; inhibition, % at 20 µM; 340,000 tested, 0.49% active;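 active means compounds whose inhibition of the agonist-driven luminescence signal at 20 µM reaches about 50%, limit read from the data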;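 further: cells stimulated with CCL20 at 14 nM final; plate controls were DMSO with CCL20 for no effect and DMSO without agonist for full effect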
Target sequence (P51684 whole entry, looked up): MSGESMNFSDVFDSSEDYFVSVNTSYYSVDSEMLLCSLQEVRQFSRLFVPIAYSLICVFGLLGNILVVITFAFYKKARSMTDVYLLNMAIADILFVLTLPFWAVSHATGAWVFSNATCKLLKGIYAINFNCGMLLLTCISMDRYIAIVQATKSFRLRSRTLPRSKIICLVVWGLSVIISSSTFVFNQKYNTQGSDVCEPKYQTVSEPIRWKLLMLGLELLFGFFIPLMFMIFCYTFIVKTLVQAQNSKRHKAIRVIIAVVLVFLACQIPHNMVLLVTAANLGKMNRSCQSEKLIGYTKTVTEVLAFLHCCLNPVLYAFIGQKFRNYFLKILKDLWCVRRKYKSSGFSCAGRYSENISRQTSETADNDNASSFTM
Jurkat NFkB inh: inhibitors of the PMA/ionomycin-induced NF-kB reporter in Jurkat cells. AID 435003. PMA/ionomycin-induced NF-kB luciferase reporter, luminescence. inhibition, % at 4 µM. 330,000 tested, 0.53% active; in the data active means inhibition above about 50%
UPR XBP1 act: activators of adaptive arm of unfolded protein response (XBP1). CHO-XBP1 luciferase reporter, IRE1-XBP1 UPR activation, luminescence; percent of tunicamycin response, DMSO as zero. activation, % at 20 µM. 330,000 tested, 0.33% active;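 active means versus positive control, 20 µM dose yields 30% or more activation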;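 further: 100% = tunicamycin at 10 µg/mL and 0% = DMSO only wells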
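Material: IRE1-XBP1 luciferase reporter CHO line / Quantity: one thousand reporter cells per well / Buffer or medium: F12 with 10% serum / Compound: 20 µM single concentration, DMSO 1% / Times: 6 h treatment, 37 °C / Detection: Steady-Glo luciferase glow luminescence, 10 min after reagent addition / Benchmarks: tunicamycin high, DMSO low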
EBI2 block: blocks human EBI2 receptor beta-arrestin signaling. P32249. EBI2 beta-arrestin recruitment, luminescence, 7a,25-OHC stimulated. inhibition, % at 5 µM. 360,000 tested, 0.81% active. AID 651636; in the data active means inhibition above about 38%;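 further: enzyme fragment complementation signal reports receptor beta-arrestin coupling in cells; 0% = agonist plus DMSO wells and 100% = wells without agonist; some results beyond the cut were filed as inactive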
Target sequence (P32249 whole entry, looked up, the tested form may be a part): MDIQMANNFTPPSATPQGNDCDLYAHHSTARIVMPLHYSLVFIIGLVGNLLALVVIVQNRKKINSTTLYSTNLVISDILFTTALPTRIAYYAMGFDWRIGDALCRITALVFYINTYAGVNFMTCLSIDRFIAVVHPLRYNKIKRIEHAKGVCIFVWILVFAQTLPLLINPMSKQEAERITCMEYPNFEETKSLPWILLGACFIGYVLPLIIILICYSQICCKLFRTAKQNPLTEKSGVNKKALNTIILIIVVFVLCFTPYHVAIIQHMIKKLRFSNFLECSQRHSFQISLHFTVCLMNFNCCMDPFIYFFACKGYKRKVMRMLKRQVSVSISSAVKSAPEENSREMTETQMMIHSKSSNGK
697 NFkB inh: inhibitors of the PMA/ionomycin-induced NF-kB reporter in 697 B cells; 330,000 tested, 0.33% active; inhibition, % at 4 µM; AID 435022; 697 B-cell NF-kB luciferase reporter, 16 h; in the data active means inhibition above about 35%
Mdm2-MdmX inh: disrupts the human Mdm2-MdmX interaction; inhibition, % at 8 µM; SaOS-2 split-luciferase Mdm2/MdmX complementation, luminescence; 330,000 tested, 3% active; AID 485346;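 active means inhibition of at least 50% at 8 µM in the primary screen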
CXCR6 inh: CXCR6 (human) receptor inhibition | O00574 | 360,000 tested, 0.36% active | CHO-K1 PathHunter CXCR6 beta-arrestin, luminescence | AID 602244 | inhibition, % at 20 µM; in the data active means inhibition above about 34%, passing the limit was not always enough;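 further: antagonist mode with CXCL16 agonist at 10 nM final; 0% = 10 nM CXCL16 with DMSO and 100% = unstimulated wells without agonist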
Target sequence (O00574 whole entry, looked up): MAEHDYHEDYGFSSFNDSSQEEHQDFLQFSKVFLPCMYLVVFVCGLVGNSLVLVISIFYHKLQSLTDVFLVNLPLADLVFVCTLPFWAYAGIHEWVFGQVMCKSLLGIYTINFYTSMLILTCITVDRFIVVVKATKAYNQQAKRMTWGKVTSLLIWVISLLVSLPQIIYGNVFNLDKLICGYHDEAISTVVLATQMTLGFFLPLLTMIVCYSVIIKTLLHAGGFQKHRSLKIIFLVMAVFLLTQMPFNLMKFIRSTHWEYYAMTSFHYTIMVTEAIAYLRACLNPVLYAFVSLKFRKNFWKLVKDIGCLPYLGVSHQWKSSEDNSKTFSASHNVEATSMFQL
The depositor's hits bear a star; / = no result given.

Order of values – Gli-Sufu antag	UPR CHOP act	CCR6 antagonist	Jurkat NFkB inh	UPR XBP1 act	EBI2 block	697 NFkB inh	Mdm2-MdmX inh	CXCR6 inh
COc1cccc(N(C(=O)c2ccco2)C(C(=O)NC2CCCC2)c2cccnc2)c1 (stereo unspecified)
  9.0	-0.8	0.4	1.2	-4.0	1.4	15.8	14.0	-3.5
COc1ccc(C2C(C(=O)c3ccccc3)N3c4ccccc4C=CC3C2[N+](=O)[O-])cc1 (stereo unspecified)
  31.6	/	-9.2	/	/	13.7	/	/	-2.9
CCN1C/C(=C/c2ccc(OC)c(O)c2)C(=O)/C(=C/c2ccc(OC)c(O)c2)C1
  -4.2	38.0	12.8	88.9*	-7.8	-10.3	-117.6	99.9*	-0.8
Cc1ccc(C)c(N2CCN(C(=O)c3cccn4c(=O)c5sccc5nc34)CC2)c1
  12.8	0.7	-9.4	11.6	0.0	10.6	-31.3	25.4	-6.7
Cc1ccc(NC(=O)CN(C)C(=O)c2cccc(S(=O)(=O)NCc3ccccc3)c2)cc1
  0.6	-0.2	5.9	5.4	-3.0	-1.9	-8.7	34.9	-4.4
Cc1cc(C)c(C)c(S(=O)(=O)N2CCN(C(=O)c3ccncc3)CC2)c1C
  1.9	3.4	3.2	3.3	1.9	7.2	13.7	2.2	-0.6
O=C(O)c1ccc([N+](=O)[O-])c2c1C(=O)c1ccccc1C2=O
  -0.5	-1.0	-22.2	14.4	-0.9	-2.7	2.3	9.3	-21.9
COc1cccc(-c2c(C(=O)N/N=C/c3ccco3)nnn2-c2nonc2N)c1
  6.2	2.5	2.2	5.4	-2.4	-2.7	13.5	23.4	-13.4
CN(C)S(=O)(=O)c1ccc(C(=O)NCC2CC2(Cl)Cl)cc1 (stereo unspecified)
  4.9	0.7	1.2	11.7	-0.5	-16.8	2.8	-1.8	1.0
Cc1ccc(-c2nn(CCC(N)=O)c(=O)c3ccccc23)cc1
  4.7	2.1	3.5	-19.0	-3.8	5.5	-1.3	10.3	8.2
CCNC(=O)CN(Cc1ccccc1)S(=O)(=O)c1ccccc1
  3.6	-1.8	6.2	-21.2	-2.5	-2.0	-1.5	-2.2	-1.5
CC(C)(C)N(Cc1ccccc1)C(=O)COC(=O)[C@@H]1CCCN1C(=O)c1cccs1
  -27.4	-1.2	4.1	6.6	-0.1	3.3	-14.9	10.0	2.1
CCc1ccc(NC(=O)c2n[nH]c(=O)c3ccccc23)cc1
  -86.4	5.7	10.1	-123.4	1.9	-15.6	-125.3	-52.8	-7.3
Cc1ccc(C2Nc3ccccc3C(=O)N2CCCN2CCOCC2)cc1 (stereo unspecified)
  -1.9	0.1	4.2	-9.0	-5.1	-1.2	-21.4	-7.5	-5.9
O=C(NCC(=O)N1CC(O)CC1C(=O)N1CC(O)CC1C(=O)OCc1ccccc1)OCc1ccccc1 (stereo unspecified)
  1.1	-0.8	3.8	3.3	-4.6	2.3	10.3	14.5	-1.5
O=C(COC(=O)/C=C/c1ccccc1[N+](=O)[O-])NCC(F)(F)F
  1.0	-1.1	0.3	0.7	1.4	-4.8	-1.6	8.2	-5.7
COc1ccc(CNC(=O)C2CSCCS2)cc1 (stereo unspecified)
  -1.1	-0.6	-24.7	4.4	0.5	-1.8	-19.7	-12.9	-3.7
CC(=O)Nc1ccc(NC(=O)CN(c2cc(Cl)ccc2Cl)S(C)(=O)=O)cc1
  -1.4	-1.5	7.8	6.7	0.1	-6.2	-9.2	-20.2	-7.6
O=C(c1cncc(Br)c1)N1CCN(S(=O)(=O)c2ccc3ccccc3c2)CC1
  -6.0	0.2	4.8	3.8	4.2	12.4	18.8	3.4	-7.9
Cc1ccnc(NC(=O)c2cc(-n3cnnc3)ccc2Cl)c1
  2.0	-0.3	-10.0	-7.5	-2.4	0.4	0.4	-0.7	4.9
CCC(c1nnnn1CCc1ccccc1)N1CCN(C(=O)c2ccco2)CC1 (stereo unspecified)
  7.0	0.3	-0.6	6.1	-1.9	-0.7	23.5	16.2	-5.2
O=c1[nH]cc(COCC(F)CCl)c(=O)[nH]1 (stereo unspecified)
  7.7	-0.3	1.1	2.6	0.1	-4.4	11.2	18.2	0.1
OC(COCc1ccc2c(c1)OCO2)CN1CCCCC1 (stereo unspecified)
  -3.3	0.0	1.8	-0.5	-4.7	-4.8	12.5	-4.1	3.8
c1ccc(COC2COC3C(OCc4ccccc4)COC23)cc1 (stereo unspecified)
  3.2	/	8.3	/	/	7.0	/	/	2.6
O=[N+]([O-])c1ccc(NCCCO)c(S(=O)(=O)N2CCOCC2)c1
  11.3	1.8	0.8	7.4	-0.2	-9.8	26.6	0.9	5.3
O=C1N(c2ccccc2C(F)(F)F)O[C@]1(c1ccccc1)C1CCCCC1
  1.7	-2.7	21.1	16.1	-3.6	8.5	13.9	85.4*	1.6
CCCn1c(SC(C)C(=O)NCC2CCCO2)nc2sc3c(c2c1=O)CCC3 (stereo unspecified)
  2.4	0.1	16.4	14.9	-1.8	-4.9	-14.1	10.0	2.2
Cc1ccc(C(=O)OCC(=O)Nc2ccc3[nH]c(=O)[nH]c3c2)cc1[N+](=O)[O-]
  -6.2	0.0	8.8	-11.2	-3.2	-0.6	-19.9	-10.1	-0.4
CCOC(=O)c1c(C)[nH]c(C2=NNC(=NC3CC3)SC2)c1C
  25.1	-7.1	8.2	-82.1	-10.7	-0.9	-101.6	40.4	-11.5
Cc1cc(N2CCCC2)nc2ccc(NC(=S)NC(C)C)cc12
  13.1	-0.1	28.0	-28.2	2.2	1.5	-5.7	1.0	10.0

Arranged by the number under Mdm2-MdmX inh (ascending): 5 of the compounds above.
Compound,Mdm2-MdmX inh
CCc1ccc(NC(=O)c2n[nH]c(=O)c3ccccc23)cc1,-52.8
CC(=O)Nc1ccc(NC(=O)CN(c2cc(Cl)ccc2Cl)S(C)(=O)=O)cc1,-20.2
O=C(c1cncc(Br)c1)N1CCN(S(=O)(=O)c2ccc3ccccc3c2)CC1,3.4
CC(C)(C)N(Cc1ccccc1)C(=O)COC(=O)[C@@H]1CCCN1C(=O)c1cccs1,10.0
O=C1N(c2ccccc2C(F)(F)F)O[C@]1(c1ccccc1)C1CCCCC1,85.4*

Next section.
Order of values – Gli-Sufu antag	UPR CHOP act	CCR6 antagonist	Jurkat NFkB inh	UPR XBP1 act	EBI2 block	697 NFkB inh	Mdm2-MdmX inh	CXCR6 inh
Nc1ccc(C(=O)Nc2ccc3c(O)cc(S(=O)(=O)O)cc3c2)cc1
  -1.9	/	-1.4	/	/	-2.3	/	/	-15.3
CN(Cc1ccccc1)C(=O)COc1cccnc1[N+](=O)[O-]
  -0.1	2.8	11.6	0.1	1.4	13.6	-1.9	-8.9	-1.0
Cc1cc(=O)[nH]c(SCc2ccc(Cl)cc2)n1
  -2.2	2.9	0.1	-4.1	-4.3	-1.8	-0.5	20.0	9.8
CCOC(=O)C1CCCN(c2c(N3CCN(c4cccc(Cl)c4)CC3)c(=O)c2=O)C1 (stereo unspecified)
  6.0	2.9	6.0	11.0	-1.6	-1.8	-6.5	-12.7	1.7
COc1ccc(OCC(=O)NNC(=S)NC(=O)c2ccc([N+](=O)[O-])cc2)cc1
  27.1	0.8	-4.7	2.2	-3.7	-1.6	-0.2	-23.5	0.4
CCOC(=O)c1cnc2cc(-c3ccc(C(C)(C)C)cc3)nn2c1N
  0.5	5.9	5.9	-43.3	-1.6	13.8	-139.2	-3.1	-0.7
O=C(CSc1nc2ccccc2c(=O)n1-c1ccccc1)N1CCC1
  0.5	-1.7	13.2	2.6	3.3	8.6	12.7	7.5	-5.5
CC1(C)CC(=O)C(C(=S)Nc2ccccc2)=C(NCCN2CCOCC2)C1
  8.4	-1.7	-11.3	1.8	-1.1	4.0	-2.5	-0.3	-3.1
Cc1ccc(CNC(=O)COC(=O)[C@@H]2CC(O)CN2S(=O)(=O)c2ccc3c(c2)OCCO3)cc1 (stereo partly specified)
  6.4	-2.6	7.7	7.6	-1.2	-10.0	5.1	11.2	0.2
COc1ccc(OC)c(-c2nn(-c3ccccc3)cc2C(=O)NCC(c2ccco2)N2CCCC2)c1 (stereo unspecified)
  3.0	0.2	13.9	-7.8	-2.1	1.2	-1.4	12.6	27.7
CC(C)(C)c1ccc(/C=C/C(=O)N2CCCCC2)cc1
  -72.8	/	10.0	/	/	1.3	/	/	0.1
OCc1nc2ccccc2n1CCc1ccccc1
  -10.1	0.7	8.6	-26.3	-1.4	-6.2	-15.9	9.1	-2.5
Cc1c(C(=O)Nc2ccccn2)oc2ccccc12
  -35.1	5.6	-2.9	-119.5	1.7	10.2	-65.9	-87.1	-4.2
CCCCc1nnc(NC(=O)CS(=O)(=O)Cc2ccccc2)s1
  -1.8	-1.2	-11.0	4.5	-0.2	-6.2	15.4	32.2	-0.4
COc1ccc(NC(=O)c2nnn(Cc3ccc(SC)cc3)c2N)c(OC)c1
  -6.1	3.1	-7.3	1.7	4.5	15.6	-5.5	-10.9	-2.9
COc1cccc(/C=C/C(=O)NNC(=O)CCN2CCN(Cc3ccccc3)CC2)c1
  -12.8	-1.8	6.7	22.7	-1.4	15.4	14.5	25.5	5.3
Cc1ccccc1S(=O)(=O)c1c(C)cc(C)n(C(C)C)c1=O
  -3.0	3.7	8.2	12.7	-0.6	-15.1	-1.6	5.4	-4.2
CCOC(=O)N1CCN(Cc2ccc(OCC(O)CN3CCCCC3)cc2)CC1 (stereo unspecified)
  4.6	1.3	9.2	6.1	-5.4	-4.9	5.3	35.3	-1.5
Cc1cccc(-c2cc(N)n(-c3ccccc3)n2)c1
  -145.9	/	8.8	/	/	-5.7	/	/	0.9
Cc1ccccc1S(=O)(=O)Nc1ncc(C(F)(F)F)cc1Cl
  -2.0	1.7	-1.8	5.5	-2.5	-2.0	13.2	25.5	-3.3
CCOc1ccc(NC(=O)c2ccc(F)c(S(=O)(=O)N3CCN(c4ccccn4)CC3)c2)cc1
  31.4	6.3	4.8	23.9	0.9	13.8	-2.3	25.7	11.2
C=CCOc1ccc(CNC(C)(C)C)cc1OC
  -0.3	-0.2	-19.5	4.3	0.4	-5.1	28.2	9.5	-0.3
CC1(NC(=S)Nc2ccc3ccccc3c2)CCS(=O)(=O)C1 (stereo unspecified)
  -0.8	-0.6	5.8	1.5	0.4	11.2	-3.1	8.1	-2.4
COCCN(C(=O)CSc1nnc(C)n1-c1ccccc1)c1c(N)n(Cc2ccccc2)c(=O)[nH]c1=O
  4.1	-1.0	0.5	6.6	-2.4	-8.4	14.5	25.4	9.8
O=c1c2cc(NC(=S)NCCN3CCCCCC3)ccc2nc2n1CCCCC2
  3.0	-0.7	11.3	-4.4	-0.2	-15.4	10.7	15.4	0.5

An excerpt from above in order of count of non-hydrogen atoms, lowest first:
Order of values – Gli-Sufu antag	UPR CHOP act	CCR6 antagonist	Jurkat NFkB inh	UPR XBP1 act	EBI2 block	697 NFkB inh	Mdm2-MdmX inh	CXCR6 inh
C=CCOc1ccc(CNC(C)(C)C)cc1OC
  -0.3	-0.2	-19.5	4.3	0.4	-5.1	28.2	9.5	-0.3
O=c1c2cc(NC(=S)NCCN3CCCCCC3)ccc2nc2n1CCCCC2
  3.0	-0.7	11.3	-4.4	-0.2	-15.4	10.7	15.4	0.5
Cc1ccc(CNC(=O)COC(=O)[C@@H]2CC(O)CN2S(=O)(=O)c2ccc3c(c2)OCCO3)cc1 (stereo partly specified)
  6.4	-2.6	7.7	7.6	-1.2	-10.0	5.1	11.2	0.2

Screens as filed in PubChem.
